NPC1 promoter act = qHTS Assay for NPC1 Promoter Activators; Huh7 NPC1 promoter luciferase reporter, 24 h; Potency, µM (series often up to 9.22 µM), for inactives: top-dose activation, usual class: activators; 320,000 compounds, 2.4% hits; AID 485313, 2010;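 note: % of control where 0% means no effect; nearly all actives have a fitted effect of over 60% in size; reporter is driven by a mutant NPC1 promoter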
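Quantitative HTS used a cell-based reporter: Huh7 cells stably bearing the NPC1 promoter upstream of luciferase were treated with compounds for 24 h, and promoter activation was read as luminescence.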
uPA generation = qHTS for Inhibitors of Cell Surface uPA Generation | cell surface uPA generation assay, qHTS | Potency, µM (highest dose often 38.3 µM), for the others: at the top dose activity change, negative = inhibition, actives largely listed as inhibitors | 330,000 compounds, 0.31% hits | AID 540303, 2011; active = well fitted inhibition curve with a large enough effect; inconclusive = small, poorly fitted or top-dose-only effect; inactive = no such curve, though single readings can be large or run the other way; tested in mouse RAW 264.7 cells; note: % is set by controls: 0 for no effect and ±100 for the full control effect; nearly all actives have a fitted effect of over 55% in size
RORgamma inh = qHTS for inhibitors of ROR gamma transcriptional activity | 310,000 compounds, 5.4% hits | Drosophila S2 Gal4-RORgamma UAS-luciferase reporter, 20 h | Potency, µM (top dose mostly 53.6 µM), without a hit: at the top dose activity change, negative = inhibition, usual class: inhibitors | AID 2551, 2010; note: % is set by controls: 0 for no effect and ±100 for the full control effect; nearly all actives have a fitted effect of over 60% in size
Target sequence (P51450 whole entry, looked up, the tested form may be a part): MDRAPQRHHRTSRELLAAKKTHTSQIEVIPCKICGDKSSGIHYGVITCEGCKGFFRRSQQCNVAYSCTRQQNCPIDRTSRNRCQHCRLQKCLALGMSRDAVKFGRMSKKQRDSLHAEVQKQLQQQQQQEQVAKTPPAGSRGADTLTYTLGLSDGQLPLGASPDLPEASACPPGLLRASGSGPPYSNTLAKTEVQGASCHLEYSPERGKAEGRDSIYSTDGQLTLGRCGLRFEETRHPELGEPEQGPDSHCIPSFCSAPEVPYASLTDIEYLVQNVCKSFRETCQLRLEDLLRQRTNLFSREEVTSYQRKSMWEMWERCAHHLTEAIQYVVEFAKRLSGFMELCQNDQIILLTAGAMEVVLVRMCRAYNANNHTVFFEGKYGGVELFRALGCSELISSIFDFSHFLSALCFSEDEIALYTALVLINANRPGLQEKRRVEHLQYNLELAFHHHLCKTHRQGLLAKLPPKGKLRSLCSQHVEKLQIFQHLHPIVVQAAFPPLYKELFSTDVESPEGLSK
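A Gal4/UAS one-hybrid system in insect cells: metallothionein-promoter Gal4–ROR gamma fusion plus Photinus luciferase reporter. Copper sulfate 700 uM final, 20 hr ambient incubation, luminescent detection after 10 min with reagent.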
ELG1 genotoxic = qHTS screen for small molecules that induce genotoxicity in human embryonic kidney (HEK293T) cells expressing luciferase-tagged ELG1; HEK293T ELG1-luciferase reporter, luminescence, 16 h; Potency, µM (titrated, usually from 46 µM), without a hit: top-dose activity change, positive = activation, hits mostly activators; 330,000 compounds, 1.3% hits; AID 504466, 2011; note: % of control where 0% means no effect; nearly all actives have a fitted effect of over 60% in size
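Cells (2,000/well) expressing the ELG1-luciferase fusion are dosed by pin tool and kept 16 hr at 37 °C, 5% CO2. Signal comes from ONE-Glo luciferase reagent after 30 min at room temperature.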
Rab9 prom act = qHTS Assay for Rab9 Promoter Activators; Huh7 Rab9 promoter-luciferase reporter, luminescence, 24 h; 320,000 compounds, 2.8% hits; Potency, µM (titrated, usually from 9.22 µM), for the others: at the highest dose activation, negative = inhibition, actives largely listed as activators; note: % of control where 0% means no effect; nearly all actives have a fitted effect of over 60% in size
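Measured in stably transfected Huh7 cells bearing a Rab9 promoter–luciferase construct: 24 h compound treatment at 37 °C, followed by luminescence detection.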
MBNL1-CUG inh = qHTS Assay for Inhibitors of MBNL1-poly(CUG) RNA binding; Muscleblind-like protein 1 (Homo sapiens), Q9NR56; TR-FRET MBNL1-His/biotin-(CUG)12 binding, 665/545 ratio; Potency, µM (top dose mostly 57.5 µM), inactives show top-dose activity change, negative = inhibition, most hits filed as inhibitors; 280,000 compounds, 0.036% hits; AID 2675, 2010; active = well fitted inhibition curve with a large enough effect in the signal ratio, with a control signal flat, not every such curve was filed as active; inconclusive = small, poorly fitted or top-dose-only effect, or effect the other way, or a change in a side signal; inactive = no such curve, though single readings can be large or run the other way; the % refers to the signal ratio; note: % is set by controls: 0 for no effect and ±100 for the full control effect
Target sequence (Q9NR56 whole entry, looked up): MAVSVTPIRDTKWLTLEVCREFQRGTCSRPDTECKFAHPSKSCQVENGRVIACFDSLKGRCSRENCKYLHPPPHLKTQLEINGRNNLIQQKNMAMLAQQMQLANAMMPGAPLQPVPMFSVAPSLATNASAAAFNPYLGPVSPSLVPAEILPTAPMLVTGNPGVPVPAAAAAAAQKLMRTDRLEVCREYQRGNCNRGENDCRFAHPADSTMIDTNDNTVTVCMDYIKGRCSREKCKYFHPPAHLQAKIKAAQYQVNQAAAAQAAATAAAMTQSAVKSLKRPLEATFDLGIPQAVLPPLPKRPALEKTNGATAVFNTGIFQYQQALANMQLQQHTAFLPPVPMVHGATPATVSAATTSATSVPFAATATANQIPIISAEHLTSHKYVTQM
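Compound titration spanned 92 nM–58 uM against the MBNL1-His/biotin-(CUG)12 complex. After 60 min at room temperature with 5 nM streptavidin-XL665 and 0.055 ng/ul terbium anti-His, ratiometric 665/545 nm emission (Ex 340 nm) normalized to controls.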
Gal4-VP16 FLuc = VP16 counterscreen qHTS for inhibitors of ROR gamma transcriptional activity; Potency, µM (doses to about 53.6 µM), for the others: at the highest dose activity, negative = inhibition, usual class: inhibitors; 310,000 compounds, 3.5% hits; Drosophila S2 Gal4-VP16 UAS-luciferase, luminescence, 20 h;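 note: Gal4-VP16 expression switched on by copper sulfate through the metallothionein promoter; % is set by controls: 0 for no effect and ±100 for the full control effect; nearly all actives have a fitted effect of over 50% in size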
BRCA1 expr up = qHTS Assay to Identify Small Molecule Activators of BRCA1 Expression | MCF7-BRCA1-FFLuc reporter, luminescence, 48 h; response scale: scaled: vehicle 0%, 10 µM genistein 100% | Potency, µM (doses to about 46.1 µM), inactives show top-dose activation, most hits filed as activators | 380,000 compounds, 1.1% hits | AID 624202, 2012; note: nearly all actives have a fitted effect of over 80% in size; some results filed as inactive show a strong effect at the top dose
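Compounds are tested at multiple concentrations on MCF7 BRCA1-luciferase reporter cells seeded at 2000 per well; after 48 h, a single luminescence end-point is taken and curves fitted to the normalized data.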
p53 reactivation = qHTS assay for re-activators of p53 using a Luc reporter. H1299 p53-A138V BP100-luciferase reporter, luminescence, 24 h. Potency, µM (doses to about 92.2 µM), inactives show at the top dose activity change, positive = activation, most hits filed as activators. 320,000 compounds, 0.063% hits. AID 504706, 2011; note: % of control where 0% means no effect; nearly all actives have a fitted effect of over 45% in size
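H1299 (p53-null), stable ts p53-A138V + BP100-Luc; 1000 cells/well, Opti-MEM/10% FBS; cpd 4 pt, 1:5; 24 h, 37 deg C, 5% CO2; detection reagent 10 min RT; luminescence.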
FLuc counter = qHTS profiling assay for firefly luciferase inhibitor/activator using purifed enzyme and Km concentrations of substrates (counterscreen for miR-21 project). Potency, µM (series often up to 57.5 µM), inactives show top-dose activity change, negative = inhibition, actives largely listed as inhibitors. Luciferin 4-monooxygenase (Photinus pyralis), P08659. purified FLuc, Km substrates, luminescence inhibition. AID 588342, 2011. 360,000 compounds, 6.9% hits;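 note: plate controls were vehicle for no effect and reference inhibitor for full effect; nearly all actives have a fitted effect of over 55% in size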
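Biochemical qHTS of compounds, final roughly 60 µM downward over six points, against 10 nM purified firefly luciferase using Km concentrations of substrates (10 uM D-luciferin, 10 uM ATP) in Tris acetate pH 7.5 buffer; luminescence output.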
Starred values were filed as active, the others as inactive; ? = inconclusive; · = no result given; [ ] = another dose, or the depositor's remark. Unless noted, calls come from the whole dose curve; as a rule, active = well fitted curve in the direction sought with a large enough effect; inconclusive = small, poorly fitted or top-dose-only effect, or another doubt; inactive = no such curve, though single readings can be large; an effect the other way counts as inactive or inconclusive. Potency is the fitted concentration of half-maximal effect.

Order of values – NPC1 promoter act	uPA generation	RORgamma inh	ELG1 genotoxic	Rab9 prom act	MBNL1-CUG inh	Gal4-VP16 FLuc	BRCA1 expr up	p53 reactivation	FLuc counter
- COc1ccc(C(=O)NC2=Nc3ccccc3N=C(C)C2c2ccccc2)cc1 (stereo not given)
→ -3%	2%	7%	?	30%	-6%	-2%	-2%	?	?
- O=C(NCCC1=CCCCC1)C1CCCN(c2nc3ccccc3o2)C1 (stereo not given)
→ -2%	·	-36%	-9%	0%	-9%	0%	-20%	1%	-1%
- O=C(OCCc1cc2ccccc2c(=O)o1)N1CCOCC1
→ 21%	-4%	·	14%	1%	·	·	53%	?	?
- O=C(NC1CS(=O)(=O)CC1NCc1ccccc1)c1ccccc1 (stereo not given)
→ 1%	2%	41%	0%	-5%	-11%	-6%	-27%	-2%	1%
- CCN1C(=O)N(c2ccc(Cl)cc2)C(C)=CC1(C)C
→ 0%	0%	14%	0%	0%	2%	-8%	-2%	3%	?
- CC(C)c1nnc(NC(=O)CC(=O)Nc2ccccc2C(=O)O)s1
→ 2.5µM*	1%	11µM*	?	3.5µM*	-8%	?	-33%	-4%	4.8µM*
- NC(=O)c1ccc(NC(=O)COc2cccc3ccccc23)cc1
→ 0%	2%	-2%	-7%	10%	8%	-1%	-15%	1%	1%
- Cc1cc(NC(c2ccc(Cl)cc2)c2ccc3cccnc3c2O)no1 (stereo not given)
→ -20%	-6%	0.79µM*	-2%	-32%[inhibitor]	2%	2µM*	-90%	?	-2%
- CNC(=S)/N=C/NOCc1c(Cl)cccc1Cl
→ -6%	-4%	?	-3%	0%	-5%	9%	-4%	5%	-18%
- C=CCN(C(=O)c1cc(C)cc(C)c1)C1(C(=O)Nc2ccccc2)CCN(C(C)C)CC1
→ -2%	·	9%	0%	-2%	-3%	-1%	-15%	13%	6%
- COc1ccc(C(=O)CN(CCC(=O)O)S(=O)(=O)c2ccc([N+](=O)[O-])cc2)cc1
→ -1%	-5%	·	-9%	-3%	·	·	10%	7%	4%
- Cn1ncc(Br)c1C(=O)Nc1ccc(Cl)cn1
→ 22%	-3%	-3%	9%	21%	-7%	14%[0.365 µM]	-1%	11%	-6%
- C=CCNC(=O)COC(=O)c1ccc(Cl)c(S(=O)(=O)N(Cc2ccccc2)c2ccccc2)c1
→ 1%	-23%	?	-3%	6%	-11%	7%	4%	-10%	0%
- FC(F)(F)c1cc(-c2ccco2)nc(N2CCN(Cc3ccccc3)CC2)n1
→ -2%	·	19%	-4%	-2%	-13%	-3%	-21%	-1%	-3%
- COc1ccc(C(=O)Nc2ccc(OC)c(OC)c2)cc1
→ ?	·	22%	?	?	3%	-1%	?	28%	12µM*
- CCOc1ccc(CCNC(=O)COC(=O)CNS(=O)(=O)c2ccc(NC(C)=O)cc2)cc1OCC
→ -3%	-11%	·	-1%	2%	·	·	-1%	-5%	6%
- COc1cc(/C=N/NC(=O)c2cccc(S(=O)(=O)N3CCCC3)c2)ccc1O
→ -7%	-4%	·	-1%	-4%	·	·	-6%	-7%	-10%
- Cc1ccc(S(=O)(=O)Cn2nnnc2C(CC(C)C)N2CCN(C3CCCC3)CC2)cc1 (stereo not given)
→ 2%	4%	1%	-8%	3%	-1%	1%	-14%	5%	0%
- CCOC(=O)N1CCC(N(C(=O)Nc2ccccc2)C(C)CC)CC1 (stereo not given)
→ 1%	10%	7%	0%	0%	-9%	6%	-11%	1%	2%
- CSc1nc(C)cc(SCC(=O)Nc2ccccc2)n1
→ 3%	·	-1%	1%	0%	-7%	-2%	-13%	-5%	-1%

The listing continues:
Compound | NPC1 promoter act | uPA generation | RORgamma inh | ELG1 genotoxic | Rab9 prom act | MBNL1-CUG inh | Gal4-VP16 FLuc | BRCA1 expr up | p53 reactivation | FLuc counter
CCCc1cc(=O)n2[nH]c(SCc3ccccc3)nc2n1 | -2% | -1% | 33% | 0% | 2% | ? | 1% | 26% | 1% | -19%
CCCCC(=O)Nc1nc(C)c(-c2csc(Nc3ccccc3OC)n2)s1 | -4% | ? | 6% | -4% | -6% | 142%[activator] | -2% | -32% | 7% | ?
Cc1nc(Nc2ccc(S(N)(=O)=O)cc2)sc1-c1ccccc1 | 28% | -3% | 42% | 17% | 17% | 54%[activator] | 11% | 41% | 5% | 21µM*
CC(=O)c1ccc(OCCCC(=O)N2CCN(S(=O)(=O)c3ccc(C)cc3C)CC2)cc1 | 0% | -3% | · | -7% | -8% | · | · | -25% | 1% | 2%
COc1ccc(NC(=O)CN(C)C(=O)c2ccc(S(=O)(=O)Nc3ccccc3F)cc2)cc1 | 2% | -8% | · | 23% | -5% | · | · | -15% | 12% | 13µM*
CCCNC(=O)c1c(CSc2ccccc2)noc1C(=O)NCc1ccccc1 | -6% | 1% | 45% | -2% | -4% | -5% | -6% | -1% | 9% | -1%
Cc1cc(C)n2c(SCc3cccs3)nnc2n1 | 1% | 2% | ? | 20% | -4% | -8% | 6% | 45% | 9% | -4%
Cc1cccc(C(=O)N/N=C/c2ccc(OCC(=O)N3CCCCC3)cc2)c1 | 1% | -6% | 12% | 0% | 5% | 13% | 11% | -1% | 1% | 15µM*
COc1ccccc1OCC(O)CN1CCN(C(=O)c2ccccc2)CC1 (stereo not given) | 4% | -4% | -3% | -14% | 0% | -2% | -10% | 1% | -21% | 3%
COc1ccc(C(=O)N2CCCC(Nc3ccc(F)cc3)C2)c(OC)c1 (stereo not given) | 2% | 3% | 16% | -1% | -8% | 5% | 2% | -12% | -5% | 2%
Cc1csc(SCC(=O)O)n1 | 2% | 3% | -1% | 1% | -2% | 2% | -3% | -11% | -15% | 1%
CC(=O)/C(C=Nc1noc(C)c1Br)=C(\C)O | 3% | -8% | 4% | 0% | 2% | · | -10% | 23% | -4% | -2%
O=C(CCNC(=O)N1CC(=O)Nc2ccccc21)Nc1cccc(Cl)c1 | 0% | 3% | 2% | -1% | 0% | -5% | -5% | -5% | 5% | -1%
COC(=O)C1=C(C)NC(=O)C1(NS(=O)(=O)c1ccc(C)cc1)C(F)(F)F (stereo not given) | -1% | · | -14% | 1% | -4% | 2% | -2% | 1% | 6% | 0%
COCCCNC(=O)c1c[nH]c2ccc(S(=O)(=O)N3CCC(C)CC3)cc2c1=O | -2% | 8% | 22% | -7% | -2% | 10% | -1% | 2% | 0% | -13%
Cc1cc(C(=O)OCC(=O)Nc2cc(C(F)(F)F)ccc2N2CCOCC2)c(C)o1 | -3% | 1% | ? | -6% | -2% | -5% | 3% | 0% | 2% | 5%

Part of the list above, reduced to FLuc counter:
SMILES | FLuc counter
Cc1csc(SCC(=O)O)n1 | 1%
CC(=O)/C(C=Nc1noc(C)c1Br)=C(\C)O | -2%
O=C(CCNC(=O)N1CC(=O)Nc2ccccc21)Nc1cccc(Cl)c1 | -1%

Reformatted: entries from further up.
> O=C(NC1CS(=O)(=O)CC1NCc1ccccc1)c1ccccc1 (stereo not given)
  NPC1 promoter act: 1%; uPA generation: 2%; RORgamma inh: 41%; ELG1 genotoxic: 0%; Rab9 prom act: -5%; MBNL1-CUG inh: -11%; Gal4-VP16 FLuc: -6%; BRCA1 expr up: -27%; p53 reactivation: -2%; FLuc counter: 1%
> COc1ccc(C(=O)N2CCCC(Nc3ccc(F)cc3)C2)c(OC)c1 (stereo not given)
  NPC1 promoter act: 2%; uPA generation: 3%; RORgamma inh: 16%; ELG1 genotoxic: -1%; Rab9 prom act: -8%; MBNL1-CUG inh: 5%; Gal4-VP16 FLuc: 2%; BRCA1 expr up: -12%; p53 reactivation: -5%; FLuc counter: 2%

Additional structures.
Compound | NPC1 promoter act | uPA generation | RORgamma inh | ELG1 genotoxic | Rab9 prom act | MBNL1-CUG inh | Gal4-VP16 FLuc | BRCA1 expr up | p53 reactivation | FLuc counter
COc1ccccc1Nc1nn2c(=O)c3ccc(C(=O)NCc4cccnc4)cc3nc2s1 | -2% | · | 0% | 4%[9.26 µM] | 1% | -5% | 0% | · | -2% | 0%
C/C(CC(=O)Nc1ccccn1)=N\NC(=O)c1cccc(C)c1 | -3% | -2% | 0% | 4% | 1% | -19% | -3% | 30% | 6% | ?
CCC(=O)c1c(NC(CC)CO)cc(C)oc1=O (stereo not given) | -1% | 4% | 16% | 0% | -5% | -2% | 6% | 0% | 0% | 0%
O=C(CN(CC1CCCO1)S(=O)(=O)c1ccc(S(=O)(=O)NC2CC2)cc1)Nc1ccccc1 (stereo not given) | 0% | 8% | 26% | -15% | -4% | ? | -5%[0.365 µM] | -26% | -6% | 2%
CC(O)CNc1nc(NCc2ccccc2)c2cnn(C)c2n1 (stereo not given) | -2% | 9% | 2% | -5% | -3% | -4% | -14% | 17% | -9% | 3%

Screens as filed in PubChem BioAssay.
